# Calpain2 inh = inhibitors of pig calpain II | inhibition, % at 16 µM | purified calpain II, fluorogenic peptide substrate, 30 min | actives 0.37% (n = 220,000) | AID 1236;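 active = inhibition above about 50%, limit read from the data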
# 14-3-3 Bad PPI = disrupts binding of bovine 14-3-3 zeta to phospho-Bad peptide | inhibition, % at 21.7 µM | AID 781 | P63103 | TR-FRET 14-3-3zeta/Dy647-pBad peptide displacement, 1 h | actives 0.71% (n = 220,000);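 active = inhibition above about 70%, limit read from the data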;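 also: 0% = full 14-3-3 plus peptide FRET controls and 100% = background without 14-3-3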
# Hck-Nef inh = inhibitors of human Hck kinase activated by Nef | P08631 | Recombinant Hck-YEEI plus Nef, Z-Lyte FRET kinase assay | inhibition, % at 20 µM | actives 0.68% (n = 220,000) | AID 463187;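 active = Hck-Nef kinase inhibition above about 50%, limit read from the data; inactive = inhibition below that limit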;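 also: 0% = DMSO with Hck plus Nef and 100% = Hck alone without Nef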
# EP2 antag = blocks the human prostaglandin E2 receptor EP2 | C6 glioma cells expressing human EP2, cAMP TR-FRET; cells stimulated with saturating PGE2 | AID 1422 | actives 0.52% (n = 260,000) | P43116 | inhibition, % at 25 µM;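 active = percent inhibition above 40 after rounding to a whole number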;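 also: rat C6 glioma host cells with rolipram phosphodiesterase inhibitor present; the protocol text gives 20 µM as final concentration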
# Rad51 HR inh = Rad51 (human) homologous recombination inhibition; Q06609; hRad51 DNA strand exchange, fluorescence dequenching; inhibition, % at 10 µM; actives 0.085% (n = 200,000); AID 1385;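 active = inhibition above 40% at the single screening dose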;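 also: 0% = DMSO control wells and 100% = blanks with heterologous ssDNA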
#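 Material: Human Rad51 nucleoprotein filaments preassembled on unlabelled ssDNA | Also added: Labelled 47-mer dsDNA for strand exchange | Dosing: Single dose, 10 µM final compound | Schedule: 30-min compound preincubation and 15-min exchange, both room temperature | Technique: Fluorescence dequenching at 485/520 nm | Measure: Percent inhibition relative to plate controls and blanks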
# L929 necroptosis = L929 zVAD cell death inhibition. viability rescue, % at 10 µM. L929 zVAD necroptosis rescue, ATP luminescence, 24 h; with zVAD 60 µM. actives 0.38% (n = 220,000);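 active = activation, scaled between plate controls, above about 75%, limit read from the data; inactive = activation under that limit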;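 also: 0% = zVAD with DMSO and 100% = DMSO alone without zVAD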
# TbHK1 inh = T. brucei hexokinase 1 inhibition; recombinant TbHK1, G6PDH-coupled NADH A340; inhibition, % at 10 µM; actives 0.11% (n = 220,000); AID 1430;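 active = inhibition of 50% or more in the single-dose primary screen; inactive = inhibition below 50%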
# EP2 mod = modulators of human EP2 prostaglandin E2 receptor. P43116. actives 0.83% (n = 260,000). induction, % at 25 µM. AID 940. EP2-expressing cells, cAMP HTRF FRET, PGE2 co-stimulation;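 active = compounds whose cAMP rise, as percent of the full-agonist control response, exceeds 60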;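 also: rat C6 glioma line stably carrying human EP2 under a CMV promoter; the protocol text gives 20 µM as final concentration; 100% = response of wells given 1 µM PGE2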
# eIF4E 4G PPI = inhibitors of eIF4E and eIF4G interaction in translation initiation; actives 0.37% (n = 220,000); AID 782; P63073+Q04637; TR-FRET eIF4E-eIF4GI(517-606) binding, 2 h; inhibition, % at 21.7 µM;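 active = inhibition above about 30%, limit read from the data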;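 also: 0% = full FRET control wells and 100% = background wells lacking eIF4GI fragment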
# An asterisk follows results filed as active; i = inactive; nt = not tested or not shown; & = joins results of further samples; [ ] = another dose, or the depositor's remark. This is a subset; rates above refer to the full screens.
Compound	Calpain2 inh	L929 necroptosis	TbHK1 inh	EP2 mod	14-3-3 Bad PPI	eIF4E 4G PPI	Hck-Nef inh	EP2 antag	Rad51 HR inh
CC(C)CCNc1nc2c(c(=O)[nH]c(=O)n2C)n1CC(O)COC(C)C (stereo not given)	7.4	0.2	3.6	-7.0	0.5[fluorescence artefact?]	2.7	3.3	10.6	5.3
CCn1nc(C)c(NC(=O)/C=C/c2cnn(C)c2C)c1C	-4.4	-0.3	1.9	10.6	7.0	12.5	-2.5	3.7	-5.9
CC(=O)Nc1ccc(NC(=O)C2c3ccccc3Oc3ccccc32)cc1	-20.0	2.0	2.3	24.7	-9.2	-0.3	11.5	4.8	-1.5
CCOc1ncccc1C(=O)OCC(=O)Nc1c(C)cccc1C	5.5	-0.3	-4.9	25.5	1.7	8.4	9.2	nt	nt
C=CCNc1nnc(Cl)c2ccccc12	-84.5	0.5	-8.1	12.3	-2.0	4.2	1.9	8.8	-0.2
CCS(=O)(=O)N1Cc2ccccc2CC1C(=O)Nc1nccs1 (stereo not given)	-18.6	0.9	2.8	-1.4	7.7	-0.8	4.6	5.5	7.3
COC(=O)c1sc2ccccc2c1C(=O)OC	-30.7	1.1	-9.4	18.4	-8.1	-0.3	3.9	11.5	1.6
Cc1[nH]c2ccccc2c1/C=N/Nc1nc(Nc2ccc(F)cc2)nc(N2CCOCC2)n1	-235.4	0.9	-3.6	-15.6	41.9[fluorescence artefact?]	4.7[fluorescence artefact?]	4.2	13.2	-6.8
CC(NC(=O)COc1ccccc1)C(c1ccccc1)N1CCN(C)CC1 (stereo not given)	-16.6	-0.8	2.8	4.8	4.1	5.5	2.9	16.9	-0.2
Cc1cc(C)n2c(SCC(=O)NCc3ccco3)nnc2n1	3.0	0.1	-0.1	-2.0	-8.7	8.7	-1.2	7.9	-3.9
Cc1ccc(-n2c(SCc3nc4ccccc4[nH]3)nnc2-c2ccncc2)cc1	0.8	-0.5	-3.0	2.6	-3.1	0.0[fluorescence artefact?]	2.3	5.3	nt
CC(C)(C)NC(=S)NCc1ccc2c(c1)OCO2	9.9	1.2	-1.2	-4.1	-14.7	6.3	6.0	6.4	6.3
Cc1cccc(CNc2ncc(-c3cccc([N+](=O)[O-])c3)n2C)c1	13.1	0.2	3.4	-37.6	6.7	1.0	19.3	6.3	6.9
COC(=O)c1cc(NC(=O)CN2CCN(C(C)=O)CC2)cc(C(=O)OC)c1	9.0	0.4	2.1	12.4	-3.8	0.4	-13.5	5.3	-3.0
COc1ccc(S(=O)(=O)N2CCSC2c2ccccc2)cc1 (stereo not given)	-22.3	-0.2	-1.6	33.0	2.5	-6.6	1.1	10.7	-2.9
CC1(C)[C@@H](O)CC[C@]2(C)C3C(O)C=C4[C@H]5C[C@@](C)(CO)CC[C@]5(C)CC[C@]4(C)[C@]3(C)CC[C@@H]12 (stereo not given in full)	-94.8	0.3	-22.4	6.7	2.5	14.3	15.8	17.2	-10.4
CN(C)CCC(c1ccc(Br)cc1)c1ccccn1 (stereo not given)	26.8	-0.7	11.3	6.7&9.9&4.6	4.1	7.7	-1.9	6.5&11.2&10.0	5.6
COc1ccc(Cl)cc1C(=O)NCc1cnn(C)c1C	10.1	0.1	3.0	37.5	-5.2[fluorescence artefact?]	1.3	0.7	9.1	-3.0
Cc1cnccc1CN(C)Cc1cn(C)nc1-c1ccc(Oc2ccccc2)cc1	-2.5	0.8	-4.8	3.2	-1.6	-0.4	32.5	2.2	-4.4
Cc1c(NS(=O)(=O)c2ccc3[nH]c(=O)[nH]c3c2)c(=O)n(-c2ccccc2)n1C	-7.2	0.0	0.1	16.1	-3.3[fluorescence artefact?]	2.6	11.6	8.7	-20.4
COC(=O)c1oc2c(c1C)C(=O)CC(C)(C)C2	17.0	7.0	-0.3	8.6	-8.3	-3.6	-6.3	8.0	7.8
Cc1ccc(-c2nnn(CC(=O)N(CC(=O)NC3CCCCC3)c3ccc(F)c(Cl)c3)n2)o1	-9.5	-1.0	-5.1	33.4	-9.1[fluorescence artefact?]	-5.0	5.5	20.0	-0.4
O=C(COC(=O)c1c2c(nc3ccccc13)/C(=C\c1cccs1)CCC2)Nc1ccccc1Cl	16.5	-0.1	-10.7	17.8	-7.5	-20.9	-0.7	-0.8	8.5
Cc1nnc(SCc2ccc(F)cc2)n1NC/C=C/c1ccccc1	-30.9	-0.2	-0.4	-42.6	-0.8	2.0	1.5	2.4	3.0
CCOC(=O)COc1ccc2c(c1)C(=O)CC1(CCCCC1)O2	i	0.1	-11.4	-2.1	3.3	7.3	7.7	5.5	3.1
COC(=O)CSc1nc(-c2cccs2)ccc1C#N	-182.8	2.0	-35.9	18.8	14.5[fluorescence artefact?]	1.6	0.6	11.1	3.5
Cc1cc(-c2cccnc2)c(C#N)c(SCc2cccc(F)c2)n1	-17.3	-0.5	-1.3	31.4	-8.4	-1.6	0.6	7.7	0.5
COc1ccc2nc(SCC(=O)Nc3nonc3C)[nH]c2c1	-3.7	13.0	-3.3	-11.9	-4.0	0.0	14.3	5.3	1.3
COc1ccc(-n2c(C)n[nH]c2=O)cc1	-15.7	-0.4	2.4	8.6	-1.1	-0.5	0.7	7.7	2.9
C=CCN1C=CC=C/C1=C1\SC(=S)N(C)C1=O	-6.9	3.6	-7.6	8.9	-7.0	9.3	20.4	5.4	22.3
CCCC(=O)Nc1ccc(C(=O)NCC(=O)OCC)cc1	-1.2	0.8	0.2	30.8	-2.2	-1.7	2.9	13.0	-0.9
CC(C)(C)c1cc(P(=O)(c2ccccc2)c2ccccc2)ccc1O	-8.3	-0.2	-0.6	66.9*	-5.4	-1.0	7.4	7.7	9.8
COc1ccc(OC)c(NC(=O)CSc2nc3ccccc3c3nc4ccccc4n23)c1	69.5*	-0.9	-10.6	23.3	91.7*	20.5	2.1	7.1	-7.0
Cc1cccc(C)c1NC(=O)CNC(=O)C(NC(=O)c1ccc(C(C)(C)C)cc1)C(C)C (stereo not given)	-28.5	0.7	-2.2	16.8	2.8[fluorescence artefact?]	1.3[fluorescence artefact?]	0.5	9.5	3.8
CN(C)S(=O)(=O)c1ccc(C(=O)Nc2nnc(-c3ccco3)o2)cc1	-16.9	4.9	-17.9	27.7	-14.8	-6.2	16.5	7.2	2.5
CC(=O)c1cccc(NC(=O)C23CC4CC(C2)CC(n2cncn2)(C4)C3)c1	-1.6	0.6	-1.0	-45.0	2.9	-5.5	7.4	11.9	nt
COCCNC(=O)C(OC(=O)CC1Sc2ccccc2NC1=O)c1ccccc1 (stereo not given)	18.7	-0.3	-1.6	10.8	-1.5[fluorescence artefact?]	-0.4	3.7	6.6	1.5
CCC1Oc2ccccc2N(CC(=O)NCCCN2CCN(Cc3ccccc3)CC2)C1=O (stereo not given)	-18.7	-1.1	0.2	-4.9	5.0[fluorescence artefact?]	-4.4[fluorescence artefact?]	-8.4	8.8	5.9
CN1/C(=C/C2CC(=O)NC2=O)C(C)(C)c2ccccc21 (stereo not given)	-44.3	-0.1	-1.1	27.5	-8.6[fluorescence artefact?]	-7.8[fluorescence artefact?]	2.3	8.4	0.1
CCS(=O)(=O)N1CCN(c2ccc(C(=O)N3CCOCC3)cc2[N+](=O)[O-])CC1	11.7	-0.7	-1.6	15.5	6.4	3.9	0.1	4.0	-19.1
CCCc1ccc(NS(=O)(=O)c2c(C)oc(C)c2C(=O)OC)cc1	-1.7	0.9	-3.9	-80.7	0.2	-3.7	22.3	11.5	-20.5
CCOc1cc(C(=O)Nc2cc(=O)n(C)c(=O)n2C)cc(OCC)c1OCC	-14.7	1.1	-10.8	18.2	-6.5	-1.1	-1.7	9.8	1.3
COc1ccc(OC)c(S(=O)(=O)Nc2ccccc2F)c1	-18.3	-1.5	-2.0	-11.9	-8.0	1.2	6.4	6.7	6.3
COc1ccccc1CNCC(O)Cn1c2ccccc2c2ccccc21 (stereo not given)	3.1	2.1	6.8	-12.1	-22.6	10.9[fluorescence artefact?]	2.3	7.5	0.7
CC1CC(NS(=O)(=O)c2cccs2)CC(C)(C)C1 (stereo not given)	18.5	0.0	30.7	20.9	-7.5	-0.5	-8.6	10.6	-6.8
CCC(c1c(C)[nH]oc1=O)c1c(C)[nH]oc1=O	-18.2	-0.4	-1.6	21.8	14.3[fluorescence artefact?]	0.3[fluorescence artefact?]	0.6	6.5	10.4
CCC(Sc1ccc2nnc(-c3ccc(OC)c(OC)c3)n2n1)C(=O)O (stereo not given)	-48.1	0.0	-11.0	31.2	-7.9	26.0	3.6	7.6	-1.3
COc1ccc2oc(=O)c(-c3nc4ccccc4o3)cc2c1	i	0.0	-18.5	-20.2	-9.6	5.4	2.8	5.8	0.8
CCOc1ccc2nc(SCC(=O)N(C)C3CCS(=O)(=O)C3)[nH]c2c1 (stereo not given)	-5.1	-0.1	4.4	2.1	-5.2	-2.2	-0.1	7.4	-0.7
Cc1ccc(NS(=O)(=O)c2cc([N+](=O)[O-])ccc2NNC(=S)Nc2cccc(Cl)c2)c(C)c1	43.8	1.2	24.2	6.2	-3.0	3.5	20.9	15.9	-12.2

# The list continues:
Compound	Calpain2 inh	L929 necroptosis	TbHK1 inh	EP2 mod	14-3-3 Bad PPI	eIF4E 4G PPI	Hck-Nef inh	EP2 antag	Rad51 HR inh
NC1=NC(c2ccc(Cl)cc2)n2c(nc3ccccc32)N1 (stereo not given)	11.4	0.1	-3.0	19.0	-4.8	-1.0[fluorescence artefact?]	0.2	9.8	-2.8
CCC(NS(=O)(=O)c1ccc(OC)cc1)C(=O)O (stereo not given)	-38.6	1.0	-0.9	-1.1	13.2	3.1[fluorescence artefact?]	1.4	8.0	2.1
Cc1no[n+]([O-])c1COc1ccc(/C=N/n2nnnc2N)cc1	1.5	-0.6	16.1	-36.1	-27.3[fluorescence artefact?]	2.3[fluorescence artefact?]	5.0	7.0	7.4
COc1ccc(-n2nnc3c(SCc4ccccc4)ncnc32)cc1	-1.9	0.2	0.3	26.3	-6.1	-1.8	-0.5	11.3	-1.4
O=C1/C(=C/c2ccccc2O)SC(=S)N1Cc1cccnc1	21.5	-0.7	22.2	-37.1	27.1[fluorescence artefact?]	-5.8	-1.6	10.8	nt
CCOC(=O)c1[nH]c(C)c(C(=O)OCCOc2cccc(C)c2)c1C	10.1	1.2	-12.0	10.0	7.0[fluorescence artefact?]	-3.5	-0.4	4.4	6.1
Cc1ccc(S(=O)(=O)NC(=O)Nc2ncc3c(n2)CC(c2ccco2)CC3=O)cc1 (stereo not given)	-1.4	0.7	-7.1	3.5	3.0	-4.2[fluorescence artefact?]	2.3	3.1	-8.8
O=c1cc(O)c2sc(Nc3cccc(C(F)(F)F)c3)nc2[nH]1	-13.8	0.7	-1.4	7.7	-32.2[fluorescence artefact?]	0.6	3.6	4.1	-2.9

# An excerpt from above with just TbHK1 inh, L929 necroptosis and Calpain2 inh.
mol	TbHK1 inh	L929 necroptosis	Calpain2 inh
O=C1/C(=C/c2ccccc2O)SC(=S)N1Cc1cccnc1	22.2	-0.7	21.5
COc1ccc(-n2nnc3c(SCc4ccccc4)ncnc32)cc1	0.3	0.2	-1.9
